# Hsp70 displacement: Hsp70 inhibitors, probe displacement, primary screen, biochemical, fluorescence polarization (AID 583). one-dose displacement, % at 20 µM; IC50 in µM for titrated hits. Hsp70 fluorescence polarization probe displacement, mP; higher % means a stronger effect. Heat shock 70 kDa protein 1A (Homo sapiens). actives 0.06% (n = 140,000); in the data active means displacement above about 50%;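 further: plate controls were vehicle for no effect and reference ligand for full effect; a part of the inactive calls stands beside numbers as strong as those of hits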
# MKP-3 inhibition: MKP-3 phosphatase inhibitors, primary screen, biochemical, rat enzyme, in vitro (AID 425) | actives 0.17% (n = 110,000) | recombinant MKP-3 phosphatase activity, fluorescence; higher % means a stronger effect | inhibition, % at 20 µM, or IC50 in µM where a hit was titrated; in the data active means inhibition above about 50%;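 further: plate controls were vehicle for no effect and reference inhibitor for full effect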
# An asterisk follows results filed as active; . = no result given; & = joins results of further samples. This is a subset (hit frequency here may not be typical).
canonical_smiles | Hsp70 displacement | MKP-3 inhibition
COC(=O)c1ccccc1S(=O)(=O)N(CCCO)Cc1cc2c(C)ccc(C)c2[nH]c1=O | 0.5% | -5.2%
O=C(c1ccc(F)cc1)C1CCN(C(=O)N2CCOCC2)CC1 | 8.8% | -7.1%
S=C(Nc1ccccc1)Nc1ccccc1NC(=S)Nc1ccccc1 | -0.8% | 1.8%
CN1C(=O)C2(NN=C(c3cccc4ccccc34)S2)c2ccccc21 (stereo not given) | -1.8% | 4.1%
O=C(c1csc2c1CCCC2)N1CCN(c2ccccc2)CC1 | 1.5% | 2.8%
CC(NC(=O)C1CCCN(S(=O)(=O)c2cnc[nH]2)C1)c1ccccc1 (stereo not given) | -2.8% | -7.3%
COCCn1nnnc1C(c1cccs1)N1CCN(c2nc3ccccc3s2)CC1 (stereo not given) | -1.0% | -4.4%
O=C(c1ccccc1)N(c1ccccc1)C1C=CS(=O)(=O)C1 (stereo not given) | 2.9% | -7.1%
Clc1cccc(Nc2c3c(nc4ncnn24)CCC3)c1 | 2.8% | -7.9%
Cc1ccc(-c2nc3ccccc3s2)cc1NC(=O)c1ccc(Br)o1 | 1.8% | -0.4%
O=[N+]([O-])c1ccc(-c2nc3ccc(Br)cn3[n+]2[O-])cc1 | 4.2% | 0.7%
O=C(NC1CCCCC1)C1CCN(c2nnnn2-c2ccccc2)CC1 | 5.8% | -5.8%
COC(=O)c1cn(NC(=O)c2ccncc2)c(=O)c2ccccc12 | 3.1% | 2.2%
C=CCn1c(=O)/c(=C/c2ccc(F)cc2)s/c1=C(\C#N)c1nnc2n1CCCCC2 | 0.5% | -13.3%
CCN(CCCNC(=O)CCn1c(=O)[nH]c2ccccc2c1=O)c1ccccc1 | -0.5% | 3.8%
COc1ccc(N2CCN(Cc3nc(-c4ccc(Cl)cc4Cl)no3)CC2)cc1 | 0.6% | -0.5%
CC(C(=O)N1CCN(C=O)CC1)N1C(=O)c2ccccc2C1=O (stereo not given) | -8.8% | -5.3%
CCSc1cc(C2C(C#N)=C(N)OC(C)=C2C(=O)OC)c(C)o1 (stereo not given) | 2.3% | 2.4%
O=C(NC1CCN(Cc2ccccc2)CC1)C1CCCN(c2nnc(-n3cccc3)s2)C1 (stereo not given) | -0.7% | -6.4%
CCC(C)c1ccc(NC(=O)c2ccc3c(c2)OCCO3)c(O)c1 (stereo not given) | -1.9% | -2.3%
CCOc1ccc(/C=N/Nc2nnc(-c3ccccc3)c(-c3ccccc3)n2)c(O)c1 | 0.2% | 1.6%
CCn1c(NCc2cc(OC)ccc2OC)nc2ccccc21 | -1.1% | -7.8%
Cn1c(=O)cc(OCC(=O)Nc2ccccn2)c2ccccc21 | . | -4.9%
Cc1ccc(-c2noc(CCCN3C(=O)c4ccccc4C3=O)n2)cc1 | -0.2% | .
O=C(CCN1C(=O)/C(=C/c2ccc(F)cc2)SC1=S)Nc1cc([N+](=O)[O-])ccc1O | -0.4% | -0.2%
Cc1ccc(S(=O)(=O)Oc2ccc(C)cc2/C=N/N=C2\NC(=O)C(C)S2)cc1 (stereo not given) | 2.3% | .
O=C1C(Cl)=C(N2CCCCC2)C(=O)N1c1ccc(Cl)c(Cl)c1 | -5.9% | 3.7%
COc1ccccc1/C=C(/NC(=O)c1ccc(C)cc1)C(=O)Nc1ccc(S(N)(=O)=O)cc1 | 2.1% | 0.2%
CCCc1nc2oc3c(NCc4ccccn4)ncnc3c2c2c1COC(C)(C)C2 | 6.0% | -6.9%
O=C(CSc1nc2c(cnn2-c2ccc(F)cc2)c(=O)[nH]1)N1CCCc2ccccc21 | 0.0% | 0.4%
Cc1ccc2oc(-c3ccc(C)c(NC(=O)c4ccc(Cl)cc4Cl)c3)nc2c1 | -0.3% | -0.3%
O=C(CSc1nc2ccccc2n1Cc1ccccc1)N/N=C/c1ccc([N+](=O)[O-])cc1 | -2.3% | 3.3%
CCOc1ccccc1NC(=O)C(=O)/C=C(\O)c1cc(OC)ccc1OC | -2.4% | .
CC(=O)Nc1ccccc1-c1ccc(C)o1 | 6.2% | -0.7%
COc1ccc(-c2nnc(SCC(=O)c3ccc4c(c3)OCCO4)o2)cc1 | -2.9% | .
CC(C)(CSc1nncn1/N=C/c1ccco1)NS(=O)(=O)c1ccc(Cl)cc1 | -1.3% | -15.6%
Cc1ccc(S(=O)(=O)NCCSc2nnnn2-c2ccc(C(N)=O)cc2)cc1 | . | 0.7%
OCCN1CCN(CCSc2ccccc2)CC1 | -10.7% | 8.0%
COc1ccc(N(CC(=O)N2CCOCC2)S(=O)(=O)c2ccc(C)cc2)cc1OC | . | 0.2%
CCOC(=O)CSc1nc2ccccc2c(=O)n1CCN1CCOCC1 | 1.4% | -0.9%
Cc1cccc(-c2noc(Cc3ccc(Cl)cc3)n2)c1 | -1.9% | 4.5%
CCOC(=O)c1c(NC(=O)CSc2nnc(CN3CCOCC3)n2C)sc2c1CCCC2 | 0.8% | -8.1%
Cc1cc(Cl)ccc1OCC(=O)Nc1ccc(S(N)(=O)=O)cc1 | -4.1% | 1.1%
O=C(NCC1CCCO1)NC1(C(F)(F)F)Oc2ccccc2O1 (stereo not given) | 0.1% | 10.9%
O=S(=O)(c1ccc(Br)cc1)c1nc(-c2ccccc2)oc1NCc1cccnc1 | 4.9% | .
O=C(c1ncn[nH]1)N1CCN(c2nc(-c3ccccc3)cs2)CC1 | 5.2% | 0.2%
Cc1c(C(=O)N2CCCC2)sc(NC(=O)c2ccco2)c1C#N | -6.0% | .
C=CCNC(=O)NC(=O)COC(=O)c1cccnc1SC | 3.1% | .
O=C(O)c1ccc2cccc(Cl)c2c1O | 8.2% | -14.8%
O=C(NCC1CCCO1)c1ccc(-c2ccccc2)cc1 (stereo not given) | -1.9% | -0.6%

# Other results
canonical_smiles | Hsp70 displacement | MKP-3 inhibition
CCN(CC)C(=O)Oc1ccc(Cl)c2ccccc12 | 3.8% | -8.3%
COc1ccc(CCC(=O)Nc2ccc(Cl)c([N+](=O)[O-])c2)cc1 | -2.4% | 3.8%
c1ccc(-c2nn3c(Cn4nnc5ccccc54)nnc3s2)cc1 | 0.4% | -11.2%
N#Cc1c(NC(=O)CSc2ncnc3c2cnn3-c2ccccc2Cl)sc2c1CCCC2 | -7.8% | -2.3%
Cn1nnnc1SCC(=O)Nc1cc(C(C)(C)C)nn1-c1ccccc1 | -4.6% | -4.7%
Cc1cc(OC(=O)c2ccc(S(=O)(=O)N(C)C)cc2)cc(=O)o1 | 1.2% | -15.1%
O=C1c2ccccc2C(=O)N1CC1c2ccccc2CCN1C(=O)C1CCCCC1 (stereo not given) | -4.5% | .
COc1ccccc1CNC(=O)COc1cc(C)c(Cl)c(C)c1 | -1.2% | 2.8%
N#C/C(=C/c1cn(CC(=O)O)c2ccccc12)C(=O)Nc1cccc(Br)c1 | 3.6% | 0.0%
COc1ccc(C(CC(=O)O)NC(=O)COc2ccc(C)cc2)cc1OC (stereo not given) | 7.0% | .
O=C(c1ccc2c(c1)OCO2)N1CCCc2ccccc21 | -4.4%&-0.8% | -5.1%&-0.6%
Cc1cccc(CSc2nc3sc(C)c(C)c3c(=O)n2Cc2ccco2)c1 | 1.1% | .
CCOC(=O)CSc1nnc(Cn2c(=O)sc3ccccc32)n1C | 3.2% | -8.8%
O=C(c1cnn2c(C(F)(F)F)cc(-c3ccco3)nc12)N1CCc2ccccc2C1 | 0.8% | -7.4%
Cc1nc2sc(C(c3ccccc3)N3CC(C)OC(C)C3)c(O)n2n1 (stereo not given) | 0.0% | 6.6%
COc1ccc(OC)c(NC(=O)CSc2nnc(-c3ccco3)n2-c2ccccc2)c1 | 4.2% | -3.3%
Cc1ccc(-c2csc3ncn(/N=C/N(C)C)c(=O)c23)o1 | 2.0% | 4.0%
O=C(CNC(=O)c1cnccn1)Nc1ccc(F)c(F)c1F | 5.4% | -4.1%
Cc1cc(=S)n(-c2ccccc2)n1C | -1.3% | 0.2%
Cc1ccc(S(=O)(=O)N2CCN(C(=O)CCC(=O)NC3CCCc4ccccc43)CC2)cc1 (stereo not given) | . | -0.9%
C=CCn1c(N2C(=O)CC(Cc3ccccc3)C2=O)nc2ccccc21 (stereo not given) | -2.1% | -7.6%
Cc1ccc2c(c1)C(=Cc1nc3ccccc3c(=O)n1-c1ccccc1[N+](=O)[O-])C(=O)N2 | -2.3% | 0.1%
CCOC(=O)CSc1nnc(CNC(=O)c2cccc(C)c2)n1-c1ccccc1OC | 1.4% | 5.2%
CSc1nsc(SCC(=O)Nc2ccccn2)n1 | 0.3% | -11.5%
O=C(COc1ccc([N+](=O)[O-])cc1)Nc1ccc(I)cc1Cl | 4.2% | 0.4%
Cc1ccc(S(=O)(=O)/N=C2\C=C(Sc3ncn[nH]3)C(=O)c3ccccc32)cc1 | 3.1% | 98.1%*
O=C(c1ccccc1F)N1CCN(c2ccc([N+](=O)[O-])c(NCc3ccccc3)c2)CC1 | -1.4% | 4.3%
COc1ccc(Cl)cc1C(=O)Nc1nc(-c2ccc(C)cc2)cs1 | 2.0% | 2.1%
Nc1n[nH]c(N)c1N=Nc1cccc(F)c1 | 2.0% | -0.3%
C=C(Cl)COc1ccc2c(C)cc(=O)oc2c1 | -3.6% | -7.9%
Cc1cc(NC(=O)COC(=O)[C@H](C)NC(=O)c2ccccc2)no1 | -1.9% | .
COC(=O)CCc1c(C)nc(N)[nH]c1=O | 8.5% | .
COc1cccc(NC(=O)Cn2c(=O)n(CC3CCCO3)c(=O)c3ccccc32)c1 (stereo not given) | -0.2% | .
CCN(CC)S(=O)(=O)c1cc(NC(=O)C(=O)c2c(-c3ccccc3)cc3ccccn23)ccc1C | -1.5% | .
Cc1ccc(C)c(NC(=O)CC(C)c2ccccc2)c1 (stereo not given) | 2.2% | -1.5%
COc1ccc(OCC(=O)Nc2ccc(S(=O)(=O)C(F)F)cc2)cc1 | -1.8% | 5.1%
OC(CN1C2=NCCCN2c2ccccc21)c1ccc(Cl)cc1 (stereo not given) | 3.8% | -6.3%
CCC(Sc1nc(C)cc(C)n1)C(=O)O (stereo not given) | -0.2% | 1.5%
Cc1cc(F)ccc1NC(=O)c1ccccc1 | 0.4% | -2.0%
CCCn1c(=O)c(C(=O)NNC(=O)COc2ccccc2)c(O)c2ccccc21 | -1.8% | 0.3%
Cc1ccc(C(=O)Nc2nc3ccccc3n2Cc2ccccc2Cl)cc1 | -5.3% | 0.2%
Clc1ccc(Cc2noc(-c3cccs3)n2)cc1 | 3.3%&4.6% | 3.8%&0.1%
CCOC(=O)c1ccccc1NC(=O)c1cnccn1 | 9.8% | 0.0%
COCCN1Cc2cccc(C(=O)Nc3ccc(S(=O)(=O)N4CCCCC4)cc3)c2C1=O | 3.7% | -7.2%
COc1cccc(/C=N/N=C2/NC(=O)CS2)c1 | 1.2% | 1.9%
Cc1nnc(N/N=C/c2c(O)ccc3ccccc23)[nH]c1=O | -10.3% | 2.5%
Cc1nc(C)c(-c2csc(NCCc3ccccc3)n2)s1 | 1.1% | .
COc1ccc2nc(SCC(=O)Nc3ccc(F)cc3)[nH]c2c1 | -7.9% | 3.6%
COc1ccc(C2CC(c3c(-c4ccccc4)c4cc(Cl)ccc4[nH]c3=O)=NN2S(C)(=O)=O)cc1OC (stereo not given) | -9.2% | .
CN(C)c1ccc(NS(=O)(=O)c2ccc(Cl)cc2)cc1 | 1.8% | 2.5%

# Compound profiles, as listed above. Order of values: Hsp70 displacement	MKP-3 inhibition
# CCN(CC)S(=O)(=O)c1cc(NC(=O)C(=O)c2c(-c3ccccc3)cc3ccccn23)ccc1C across the screens: -1.5%	.
# Cc1ccc(C)c(NC(=O)CC(C)c2ccccc2)c1 (stereo not given) across the screens: 2.2%	-1.5%
# COc1cccc(NC(=O)Cn2c(=O)n(CC3CCCO3)c(=O)c3ccccc32)c1 (stereo not given) across the screens: -0.2%	.
# Cc1nc(C)c(-c2csc(NCCc3ccccc3)n2)s1 across the screens: 1.1%	.
# COc1cccc(/C=N/N=C2/NC(=O)CS2)c1 across the screens: 1.2%	1.9%

# Other results follow.
canonical_smiles | Hsp70 displacement | MKP-3 inhibition
COc1ccccc1OCC(=O)NNC(=O)Cc1cccs1 | 5.2% | -0.4%
COCCNC(=O)C(OC(=O)c1cc2oc(C)cc2n1C)C(C)C (stereo not given) | 3.2% | .
O=C(NCCNc1ccc([N+](=O)[O-])cc1)c1ccccc1Br | -1.8% | 8.0%
O=C(O)CCC(=O)Nc1ccccc1-c1ccccc1 | -0.9% | 2.7%
O=c1oc2cc(O)c([N+](=O)[O-])cc2cc1-c1csc(-c2ccc(Br)cc2)n1 | -1.3% | 36.5%
CCOC(=O)C1C(=O)NC(N2CCOCC2)=NC1c1ccco1 (stereo not given) | 7.4% | -13.6%
CCCOc1ccc(C(=O)Nc2ccc3oc(-c4cccnc4)nc3c2)cc1 | -3.1% | 2.0%
COc1ccc(S(=O)(=O)n2nc(-c3cc(OC)c(OC)c(OC)c3)cc2N)cc1OC | -5.3% | -5.8%
CC1(C)CC(=O)C=C(NCCN2CCN(C(=O)Nc3ccccc3)CC2)C1 | 9.8%&-0.8% | -11.7%&-2.6%
O=C(C1CCCO1)N(c1cccc(Cl)c1)C1C=CS(=O)(=O)C1 (stereo not given) | -4.5% | 5.9%

# Entries listed so far that bear a hit mark in MKP-3 inhibition:
canonical_smiles | Hsp70 displacement | MKP-3 inhibition
Cc1ccc(S(=O)(=O)/N=C2\C=C(Sc3ncn[nH]3)C(=O)c3ccccc32)cc1 | 3.1% | 98.1%*

# Source: PubChem BioAssay (Sanford-Burnham Center for Chemical Genomics)
